D1 antag = Antagonist of Human D 1 Dopamine Receptor: qHTS; D(1A) dopamine receptor (Homo sapiens), P21728; HEK293 TREx D1 cells, calcium flux, dopamine EC80; hits give low values; activity change, negative = inhibition, % at 10 µM; 360,000 compounds, 3.2% hits; in the data active = activity change below about -30%; also: % is scaled to controls: 0 for no effect and ±100 for the full control effect
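Using tetracycline-induced force-coupled D1 Hek293 cells and a calcium dye, signals were followed for 180 s after compound, then for 180 s after EC80 dopamine, to detect inhibitors.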
D2 potentiator = HTS Assay for Positive Allosteric Modulators of the Human D2 Dopamine Receptor: Primary Screen for Potentiators | HEK293 T-REx D2, calcium flux, EC20 dopamine potentiation | potentiation, % at 10 µM | 340,000 compounds, 0.34% hits | AID 485347, 2010;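 active = potentiation over 3 SD above the plate norm, cut at about 30% in these data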; also: 0% is about no effect
Target sequence (P14416 whole entry, looked up): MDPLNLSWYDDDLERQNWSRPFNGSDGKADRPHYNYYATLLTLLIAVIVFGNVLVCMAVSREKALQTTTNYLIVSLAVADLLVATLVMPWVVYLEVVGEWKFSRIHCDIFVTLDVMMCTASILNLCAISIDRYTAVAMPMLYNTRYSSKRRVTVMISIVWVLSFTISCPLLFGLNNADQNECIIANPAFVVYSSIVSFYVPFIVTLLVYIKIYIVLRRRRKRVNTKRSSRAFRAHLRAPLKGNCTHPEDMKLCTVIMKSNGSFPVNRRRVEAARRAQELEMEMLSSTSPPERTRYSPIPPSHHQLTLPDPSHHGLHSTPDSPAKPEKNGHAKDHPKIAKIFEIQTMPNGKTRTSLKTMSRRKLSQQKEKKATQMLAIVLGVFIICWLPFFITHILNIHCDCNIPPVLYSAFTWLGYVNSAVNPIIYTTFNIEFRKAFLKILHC
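Primary screen. Calcium kinetics in induced HEK293 T-REx D2 cells: compound pre-addition 180 s, EC20 dopamine, 180 s more.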
RXFP1 ag = qHTS Assay for Agonists of the Relaxin Receptor RXFP1; 370,000 compounds, 0.3% hits; AID 2676, 2010; HEK293T-RXFP1 cAMP TR-FRET, 30 min; response scale: percent of porcine relaxin response, buffer zero; Potency, µM (top dose mostly 57.5 µM), without a hit: top-dose activation, hits mostly activators; active = well fitted activation curve with a large enough effect; also: potency is read from the fitted curve at half-maximal effect; % is scaled to controls: 0 for no effect and ±100 for the full control effect; nearly all actives have a fitted effect of over 60% in size; many of its hits are not listed in these tables
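Agonist response is measured as cAMP accumulation in an RXFP1-transfected HEK293T line under PDE4 inhibition. Values are scaled between buffer-only and 29 nM porcine relaxin, and EC50s come from standard Hill equation fits.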
RXFP1 antagonist = qHTS Assay for Antagonists of the Relaxin Receptor RXFP1 | AID 1259400, 2018 | HEK293-RXFP1, relaxin-stimulated cAMP HTRF, 30 min; hits give low values | activity change, negative = inhibition, % at 57.5 µM | 350,000 compounds, 0.59% hits;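 active = activity change of -60% or lower, but not beyond a set lower limit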; also: % is scaled to controls: 0 for no effect and ±100 for the full control effect
D2 antag = HTS Assay for Allosteric Antagonists of the Human D2 Dopamine Receptor: Primary Screen for Antagonists; inhibition, % at 10 µM; AID 485344, 2010; HEK293 TREx D2 cells, calcium flux, dopamine EC80; 340,000 compounds, 2% hits; in the data active = inhibition above about 30%; also: 0% is about no effect
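Overnight-induced (tetracycline, 30 C) HEK293 T-REx cells carrying force-coupled D2 receive a no-wash calcium dye, then compound, then EC80 dopamine at 180 s; signals are read kinetically throughout.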
D1 agonist = Allosteric Agonists of the Human D1 Dopamine Receptor: qHTS; HEK293 T-REx D1 cells, calcium flux, agonist mode; activation, % at 2 µM; 360,000 compounds, 1% hits; in the data active = activation above about 30%; also: 0% is about no effect
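Agonism was scored from calcium flux recorded over 180 s (1 read/s) after pintool compound addition, following a 10-cycle baseline. Cells were inducible force-coupled HEK293 TREx D1, plated overnight at 30 C and loaded with no-wash calcium dye.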
D1 PAM = Potentiators of Human D1 Dopamine Receptor: qHTS. D(1A) dopamine receptor (Homo sapiens), P21728. 360,000 compounds, 0.036% hits. potentiation, % at 10 µM. HEK293 TREx D1 cells, calcium flux, dopamine EC20 potentiation; in the data active = potentiation above about 30%; also: 0% is about no effect
TRHR enhancer = qHTS for Small Molecule Agonists and Allosteric Enhancers of Human TRH Receptor: Primary Screen for Enhancers; AID 493056, 2011; enhancement, % at 2 µM; TRHR cells, fluo-8 calcium fluorescence, EC20 TRH enhancement; Thyrotropin-releasing hormone receptor (Homo sapiens), P34981; 360,000 compounds, 0.66% hits; in the data active = enhancement above about 30%; also: 0% is about no effect
Target sequence (P34981 whole entry, looked up): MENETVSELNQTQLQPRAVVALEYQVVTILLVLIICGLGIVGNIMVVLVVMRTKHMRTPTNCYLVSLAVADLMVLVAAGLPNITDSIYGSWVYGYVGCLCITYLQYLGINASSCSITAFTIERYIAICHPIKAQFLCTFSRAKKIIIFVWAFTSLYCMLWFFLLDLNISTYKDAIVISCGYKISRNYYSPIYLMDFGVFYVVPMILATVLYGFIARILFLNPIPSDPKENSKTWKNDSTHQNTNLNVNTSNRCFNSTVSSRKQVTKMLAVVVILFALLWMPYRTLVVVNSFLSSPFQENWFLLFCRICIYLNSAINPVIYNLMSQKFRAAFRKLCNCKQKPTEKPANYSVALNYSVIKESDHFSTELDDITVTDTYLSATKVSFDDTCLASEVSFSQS
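Enhancer read-out: after compound pinning and an initial kinetic agonist-mode read, an EC20 of TRH (10 nM final) was injected and fluo-8 calcium signal (Ex 480/Em 530) followed at 1 s/cycle for 100 cycles in TRHR-expressing cells.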
D2 ag = HTS Assay for Allosteric Agonists of the Human D2 Dopamine Receptor: Primary Screen for Agonists | D(2) dopamine receptor (Homo sapiens), P14416 | HEK293 T-REx D2 cells, calcium flux agonist mode | activation, % at 2 µM | 340,000 compounds, 0.53% hits;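 active = activation over 3 SD above normal in the single-dose calcium agonist read, cut at about 30% in these data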; also: 0% is about no effect
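In this primary screen, compounds producing a positive calcium signal within 180 s of addition to tetracycline-induced, force-coupled HEK293 Trex D2 cells are flagged; cells are dye-loaded with a no-wash calcium kit beforehand.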
Active calls of the source: *; x = not tested or not shown; & = joins results of further samples; ! = repeats disagree. Not all compounds are listed. The share of hits here may be higher or lower than overall.

SMILES | D1 antag | D2 potentiator | RXFP1 ag | RXFP1 antagonist | D2 antag | D1 agonist | D1 PAM | TRHR enhancer | D2 ag
O=C1c2cc3ccccc3c(-c3ccccc3)c2C(=O)N1c1ccccn1 | -0.3 | 1.5 | -5.0% | -3.2 | 46.5* | 1.3 | -0.7 | 0.2 | 6.3
COC(=O)c1ccccc1NC(=O)N1CCN(S(C)(=O)=O)CC1 | -10.2 | 6.9 | -0.8% | -24.5 | -7.8 | 2.7 | -6.2 | -3.6 | 0.3
Cc1ccc(S(=O)(=O)NCC2NCCc3ccccc32)cc1 (configuration not stated) | -1.4 | -7.3 | 0.5% | -27.1 | 3.5 | 0.8 | 3.4 | 0.6 | -0.7
CCN1CCc2c(OCC(=O)N3N=C(c4cccs4)CC3c3ccc(F)cc3)cccc2C1=O (configuration not stated) | 9.1 | 1.0 | 1.8% | -8.1 | -1.0 | 3.4 | -7.3 | -8.5 | -2.0
COc1ccc(S(=O)(=O)N(CC(=O)NCc2ccccc2OC)c2ccc(C)cc2)cc1 | -5.4 | -2.1 | -0.2% | -7.5 | x | 4.3 | -6.9 | -2.8 | 0.6
Cc1ccc(S(=O)(=O)N2CCCC2C(=O)NC2=NCCS2)cc1 (configuration not stated) | -2.2 | 8.3 | 0.0% | -39.8 | -6.7 | 0.9 | -5.2 | -3.5 | 0.3
O=C(NCCc1ccccc1)c1ccc2c(c1)nc1n2CCOC1 | -6.4 | 2.8 | 0.7% | -5.3 | x | 0.9 | -1.5 | -1.6 | -0.2
O=C(Nc1ccccn1)c1ccc(Br)c(S(=O)(=O)N2CCCC2)c1 | -8.7 | 6.3 | 1.1% | -2.7 | -4.8 | 2.0 | -4.0 | -14.4 | -0.4
O=C(Cn1cnc2ccccc21)Nc1ccc(SC(F)F)cc1 | -23.9 | 1.9 | 1.8% | -24.9 | 22.5 | 11.5 | 1.8 | -4.2 | 2.5
COc1ccc(OC)c(C2NC(=O)NC(C)=C2C(=O)Nc2cc(C)cc(C)c2)c1 (configuration not stated) | -7.7 | 5.5 | 0.1% | x | x | 2.2 | 1.6 | -2.9 | 0.9
O=C1NCCO1 | 3.3 | 14.0 | -1.3% | x | -7.3 | -1.7 | -4.5 | 11.7 | -0.4
Cc1cccc(OCCn2ccnc2)c1 | -4.3 | -4.2 | 0.3% | -1.9 | 6.6 | 4.7 | 0.1 | -5.7 | 0.5
CC(=O)N1CCc2cc(CNC(=O)Nc3ccc(Br)c(C)c3)ccc21 | 17.9 | -0.7 | 0.0% | x | x | -0.2 | 0.1 | 11.0 | 0.3
COc1cc(C2NC(=O)N(C)C3=C2C(=O)N(c2cccc(Cl)c2)C3)ccc1O (configuration not stated) | -12.8 | -3.5 | 0.8% | x | x | -0.5 | -2.8 | -3.2 | x
CCC(C)N(C(=O)COC(=O)c1ccccc1SCC(=O)N1CCCC1)C1CCS(=O)(=O)C1 (configuration not stated) | -0.8 | 10.4 | 0.0% | 0.6 | -3.2 | 2.8 | -2.6 | -2.5 | 0.9
O=C1CC(C(=O)Nc2cc(Cl)ccc2Cl)n2ncnc2N1 (configuration not stated) | 17.0 | 3.5 | -2.3% | -10.3 | 1.6 | 4.7 | -2.0 | 14.2 | -1.0
Cc1cccc(NC(=O)Cn2cc(C(=O)c3ccco3)c3ccccc32)c1 | -16.0&-7.4 | 5.2&-1.9 | 3.1%&0.7% | -19.1&4.7 | 21.1 | 11.3&5.8 | -7.3&-3.2 | -9.9&-5.0 | -1.3&-0.2
O=C1NCCCC1C(=O)N/N=C/c1ccc(Cl)cc1 (configuration not stated) | 4.6 | -3.6 | -0.9% | -1.2 | 7.0 | 2.0 | 4.7 | -7.0 | -0.1
Cc1cc(C)nc(N2CCN(c3ncnc4c3cnn4Cc3ccc(Cl)cc3Cl)CC2)n1 | -16.7 | 6.9 | 1.3% | 4.1 | 4.4 | 3.4 | 0.2 | 0.9 | 0.4
O=C(Nc1nnc(SCc2ccc(Cl)cc2)s1)C1CC(=O)N(Cc2ccccc2)C1 (configuration not stated) | 0.7 | 9.2 | 1.4% | -1.4 | 18.5 | 0.1 | -8.7 | 0.4 | 1.8
CCOc1ccc2[nH]c(=O)c(CN(Cc3nnnn3Cc3ccccc3)CC3CCCO3)cc2c1 (configuration not stated) | 3.0 | -7.1 | 1.7% | 0.7 | 7.5 | 1.5 | -4.5 | -8.0 | 0.4
Cc1ccc(NC(=O)COC(=O)Cc2ccsc2)c(C)c1 | -33.9* | -1.7 | 1.4% | -12.6 | 9.0 | 0.0 | -2.5 | 16.9 | -0.4
COc1ccc(-c2cc(C(=O)Nc3ccc4c(c3)OCO4)no2)cc1 | 5.5&2.0 | 31.5*! | 26.8%&11.6% | -2.5&-6.5 | 14.0 | 3.0&0.3 | -4.0&1.4 | -4.5&13.2 | 0.0&-0.3
CN(c1ccccc1)S(=O)(=O)c1cccc(C(=O)NCCc2ccc(O)c(O)c2)c1 | -2.0 | 2.5 | 4.2% | -2.3 | 1.2 | 2.9 | 2.9 | 1.4 | 0.5
Nc1c(C(=O)NCCc2ccccc2)nnn1Cc1ccc(Br)cc1F | 8.5 | x | 0.3% | -23.9 | x | 13.6 | 4.4 | -2.1 | x
Cc1ccc(C(=O)Cn2nnc3ccccc32)cc1 | -12.1 | -21.7 | -0.3% | 5.7 | -0.4 | -1.2 | 0.9 | -1.1 | 0.3
Cc1nc(NC(=O)c2ccc(F)cc2)nc2cc3c(cc12)OCO3 | 1.2 | -3.9 | 3.9% | -7.4 | 8.3 | -0.7 | -0.9 | -2.3 | 0.4
CCC1(C)NC(=O)N(CC(=O)Nc2sc3c(c2C(N)=O)CCC3)C1=O (configuration not stated) | -7.4 | 6.4 | -0.2% | -28.7 | 12.0 | 3.8 | 1.2 | 4.3 | 0.5
COc1ccc(-c2cc(C(=O)Nc3ccc(C(N)=O)cc3)c3ccccc3n2)cc1OC | -5.9 | -4.1 | 7.6% | -12.2 | 3.4 | 1.3 | -6.7 | -4.3 | 0.7
Cc1cccc(CCN(C(=O)c2csnn2)C(C(=O)NC2CCCC2)c2ccco2)c1 (configuration not stated) | -24.6 | -3.3 | 3.0% | -73.3* | -11.1 | 2.5 | x | -5.3 | -1.8
O=C(C(Cc1ccccc1)n1cccc1)N1CCCCCC1 (configuration not stated) | 11.6 | -1.3 | -1.5% | 3.7 | -6.2 | -2.7 | 12.4 | 0.1 | 1.3
O=C(Nc1ccc2c(c1)OCO2)c1cccs1 | -13.8 | -5.0 | 2.7% | 17.1 | -9.9 | 2.2 | -7.5 | 6.5 | 0.1
O=C(NCCN1CCOCC1)c1cc2c(=O)n3ccccc3nc2n1Cc1ccccc1 | 2.1 | -4.3 | 14.7% | -0.2 | -2.9 | 0.0 | -0.8 | -2.3 | 0.0
S=c1[nH]nc(-c2ccco2)n1/N=C/c1cccs1 | 0.7 | -0.6 | -1.0% | 8.0 | -0.8 | 1.8 | -2.0 | 8.8 | 0.3
COC(=O)c1ccc2c(=O)n(Cc3ccc(C(=O)NC4CCCC4)cc3)c(=S)[nH]c2c1 | 0.7 | 2.2 | 4.0% | -6.4 | -8.1 | 1.6 | -1.3 | -0.6 | 2.0
COCCCNC(=O)CCNS(=O)(=O)c1ccc(C)cc1 | -9.1 | -2.3 | 2.5% | -19.1 | -17.4 | 1.3 | -2.7 | 0.8 | 0.2
COc1ccc(S(=O)(=O)N2CCNC(=O)CC2)cc1 | -11.1 | -10.9 | 1.6% | -16.1 | -0.4 | 6.4 | 8.4 | -0.1 | 0.9
COc1ccc(-c2nc3ccccc3s2)cc1NC(=O)c1cccc(F)c1 | -30.1* | x | 10.5% | -4.7 | x | 0.5 | -0.8 | -0.8 | x
CN(C(=O)COC(=O)CCc1c[nH]c2ccccc12)C(c1ccccc1)c1ccccc1 | 1.0 | -5.1 | -3.0% | -9.4 | 2.4 | 2.3 | -9.3 | -0.8 | 1.3
C=CCNC(=S)NNC(=O)CCC(O)CCCCC (configuration not stated) | 10.6 | -0.7 | 0.1% | -19.0 | -7.8 | 0.2 | -2.5 | 6.5 | 0.9
CCOC(=O)COc1ccc(C(=O)NC2CCCCC2)cc1 | -2.6 | 10.7 | 0.8% | -6.5 | -4.9 | 3.8 | 1.7 | -3.7 | -1.9
CCCCSc1nnc2[nH]c(=O)cc(N)n12 | -3.8 | -5.2 | 0.4% | 26.6 | 5.4 | 2.9 | -0.2 | -2.5 | 0.5
COCCCNC(=O)C1CCC(=O)N1Cc1ccccc1Cl (configuration not stated) | 1.8 | -3.3 | -4.0% | -21.5 | -10.0 | 1.3 | 0.0 | -3.1 | 0.3
COc1ccc(CN2C(=NC(=O)C3CC3)SC3CS(=O)(=O)CC32)cc1OC (configuration not stated) | -30.7* | -3.5 | 1.1% | -15.8 | -4.9 | 1.7 | -5.8 | 3.2 | 0.0
CC1CN(S(=O)(=O)N2CCOCC2)CCN1S(=O)(=O)N1CCOCC1 (configuration not stated) | 10.2 | -7.3 | 2.3% | 4.0 | 6.6 | 7.5 | 0.0 | -0.8 | 0.2
Cc1ccc(S(=O)(=O)/C(C#N)=C/c2c(N3CCN(C)CC3)nc3c(C)cccn3c2=O)cc1 | 3.5 | 1.0 | 2.5% | -6.2 | -7.9 | 7.4 | -9.8 | -11.2 | 1.1
C/C(CC(=O)Nc1ccccn1)=N\NC(=O)C(=O)Nc1cccc(Cl)c1C | -2.4 | -2.2 | -0.2% | -3.2 | x | 2.7 | 1.8 | 6.3 | x
O=P(Cc1ccccn1)(c1ccccc1)c1ccccc1 | -19.2 | 0.6 | 1.4% | 6.9 | 8.6 | -0.7 | 3.7 | 13.7 | -0.1
O=C(O)CCC(=O)Nc1ccc(S(=O)(=O)Nc2nccs2)cc1 | -3.7 | 7.0 | 1.6% | 32.8 | -1.8 | -0.5 | 11.3 | -0.8 | 2.2
CCOC(=O)c1ccc(Nc2cc(-c3ccccc3)nc(C)n2)cc1 | 0.9 | 8.2 | 4.8% | -14.2 | x | 0.9 | -0.9 | -1.3 | 1.7

Part of the list above, tab-delimited.
canonical_smiles	D1 antag	D2 potentiator	RXFP1 ag	RXFP1 antagonist	D2 antag	D1 agonist	D1 PAM	TRHR enhancer	D2 ag
Cc1ccc(S(=O)(=O)/C(C#N)=C/c2c(N3CCN(C)CC3)nc3c(C)cccn3c2=O)cc1	3.5	1.0	2.5%	-6.2	-7.9	7.4	-9.8	-11.2	1.1
C/C(CC(=O)Nc1ccccn1)=N\NC(=O)C(=O)Nc1cccc(Cl)c1C	-2.4	-2.2	-0.2%	-3.2	x	2.7	1.8	6.3	x

Source: PubChem BioAssay
